dFosB activator: activators of mouse delta FosB homodimer. activation, % at 25 µM. AID 493131. 340,000 tested, 0.99% active. purified delta FosB, TAMRA-CDK5 oligo fluorescence polarization; percent of positive-control signal above neutral wells. P13346;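 active = mean activation above about 17%, with every replicate also reaching it, limit read from the data, passing the limit was not always enough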;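 also: fluorescence polarization rise as delta FosB binds a TAMRA Cdk5 AP-1 oligo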
NSD2 HMT inh: NSD2 (human) methyltransferase inhibition; NSD2 peptide methylation, AlphaScreen, 120 min; inhibition, % at 12.5 µM; 310,000 tested, 0.54% active; in the data active = inhibition above about 50%
SR-BI DiI inh: inhibitors of mouse SR-BI mediated HDL lipid uptake; Q61009; ldlA[mSR-BI] CHO cells, DiI-HDL uptake fluorescence, 3 h; inhibition, % at 12.5 µM; 320,000 tested, 0.96% active;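 active = mean replicate inhibition of at least 70% and a set share of replicates each scoring 70 or more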;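 also: 0% = median of neutral control wells and 100% = median of positive control wells; values of inactives mirror those of a sister screen read the other way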
Target sequence (Q61009 whole entry, looked up): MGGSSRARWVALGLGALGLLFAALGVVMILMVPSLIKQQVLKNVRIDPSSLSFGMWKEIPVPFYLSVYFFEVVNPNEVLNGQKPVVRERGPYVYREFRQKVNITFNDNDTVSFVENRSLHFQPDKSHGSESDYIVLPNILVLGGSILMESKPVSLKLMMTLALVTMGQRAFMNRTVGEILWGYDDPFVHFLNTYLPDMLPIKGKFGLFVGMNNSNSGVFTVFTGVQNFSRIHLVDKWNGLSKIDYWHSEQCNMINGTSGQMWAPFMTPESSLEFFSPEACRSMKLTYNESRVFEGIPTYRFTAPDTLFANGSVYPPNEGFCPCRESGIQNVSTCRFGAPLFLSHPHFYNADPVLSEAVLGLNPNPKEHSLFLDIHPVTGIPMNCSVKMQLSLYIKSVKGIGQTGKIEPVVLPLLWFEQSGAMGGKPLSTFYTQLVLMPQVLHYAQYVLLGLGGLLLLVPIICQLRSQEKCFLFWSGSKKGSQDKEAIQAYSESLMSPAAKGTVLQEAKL
SR-BI DiI-HDL act: SR-BI HDL lipid transfer activation. 320,000 tested, 0.096% active. AID 504775. activation, % at 12.5 µM. CHO ldlA[mSR-BI] cells, DiI-HDL uptake fluorescence, 3 h; 100 = double the neutral-control signal;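 active = mean replicate activation of at least 60% and every replicate at or above 60%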;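 also: 0% = median plate neutral-control signal and 100% = twice that signal; values of inactives mirror those of a sister screen read the other way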
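Material: SR-BI-overexpressing, LDLR-lacking CHO cells | Dosing: Single compound concentration, delivered by pin transfer | Probe or stimulus: Labelled HDL, 10 µg/mL | Signal: Bottom-read cell fluorescence after medium removal, ex 550/em 595 nm | Schedule: 3 h, 37 °C | Evaluation: HDL uptake via cellular fluorescence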
MITF TRPM1 HTS: activators of MITF-driven TRPM1 promoter activity in SK-MEL-5 cells | SK-MEL-5 TRPM1-promoter luciferase, 24 h; % of positive control, neutral wells = 0 | activation, % at 12.5 µM | 300,000 tested, 0.75% active | AID 588334;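 active = mean activation of at least 80% with every replicate also reaching 80%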;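 also: 0% = neutral control wells and 100% = parthenolide positive control wells; values of inactives mirror those of a sister screen read the other way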
Rtt109 Vps75: inhibitors of Candida albicans Rtt109/Vps75 histone acetyltransferase | inhibition, % at 34.9 µM | purified Rtt109/Vps75, ThioGlo CoA-SH fluorescence, 4 h | 330,000 tested, 0.16% active | AID 540336 | Q5AAJ8;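 active = inhibition of at least 50% in every replicate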
Target sequence (Q5AAJ8 whole entry, looked up): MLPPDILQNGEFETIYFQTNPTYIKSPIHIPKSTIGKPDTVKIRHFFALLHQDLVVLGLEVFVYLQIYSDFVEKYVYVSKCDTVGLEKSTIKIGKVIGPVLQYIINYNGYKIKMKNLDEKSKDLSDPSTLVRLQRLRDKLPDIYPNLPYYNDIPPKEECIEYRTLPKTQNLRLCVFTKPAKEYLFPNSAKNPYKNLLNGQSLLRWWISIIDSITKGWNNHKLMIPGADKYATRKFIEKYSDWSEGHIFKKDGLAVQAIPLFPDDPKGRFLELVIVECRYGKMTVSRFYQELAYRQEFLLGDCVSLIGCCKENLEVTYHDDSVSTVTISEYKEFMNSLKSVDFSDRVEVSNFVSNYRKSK
CAL PDZ FP-1: blocks peptide binding to the human CAL PDZ domain | AID 602252 | Q9HD26 | inhibition, % at 24.9 µM | 300,000 tested, 0.92% active | purified CAL PDZ, TMR-peptide fluorescence polarization, 1 h;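 active = mean inhibition of at least 30% with at least half of replicates also reaching 30%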;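 also: 0% = DMSO neutral control and 100% = excess unlabeled competitor peptide PRC23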
CAL PDZ FP-2: inhibitors of human CAL PDZ peptide binding | Q9HD26 | purified CAL PDZ, TMR-peptide fluorescence polarization, 1 h | inhibition, % at 20 µM | 330,000 tested, 0.02% active | AID 504414;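 active = highest replicate inhibition of at least 40%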;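 also: plate controls were DMSO neutral control wells for no effect and unlabeled competitor peptide control wells for full effect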
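Material: tagged CAL PDZ domain; buffer or medium: 25 mM sodium phosphate pH 7.4, 150 mM NaCl, TCEP, IgG, Thesit; compound dosing: single point, 20 µM; schedule: 1 h incubation at room temperature before polarization reading; measured by: FP readout, S and P plane fluorescence; read-out basis: percent inhibition from loss of millipolarization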
PvdQ acylase: P. aeruginosa PvdQ acylase inhibition. inhibition, % at 10 µM. purified PvdQ acylase, fluorescence plate reader. 340,000 tested, 0.063% active. AID 488965; in the data active = inhibition above about 30%, passing the limit was not always enough;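 also: 0% = vehicle neutral wells and 100% = reference inhibitor wells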
PfHsp90 yeast 2: reduces growth (ATP signal) of yeast expressing P. falciparum Hsp90; S. cerevisiae expressing PfHsp90, BacTiter-Glo ATP, 48 h; yeast lacking PDR1 and PDR3 efflux regulators; inhibition, % at 9.4 µM; 310,000 tested, 0.32% active; AID 504621;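 active = every replicate shows inhibition above about 80%, whatever the replicate mean, limit read from the data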;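 also: 0% = DMSO neutral controls and 100% = 20 µM radicicol positive controls; yeast relying on Plasmodium falciparum Hsp90 in place of its own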
Numbers without * were called inactive; . = no result given.

SMILES | dFosB activator | NSD2 HMT inh | SR-BI DiI inh | SR-BI DiI-HDL act | MITF TRPM1 HTS | Rtt109 Vps75 | CAL PDZ FP-1 | CAL PDZ FP-2 | PvdQ acylase | PfHsp90 yeast 2
CCc1cc(C(=O)Cc2ccccn2)c(O)cc1O | -0.2 | -3.5 | -12.5 | 12.5 | 1.8 | 11.3 | -1.3 | 0.0 | 10.1 | 2.6
O=C(NCc1ccccc1)C(=O)NCC(c1ccco1)N1CCN(c2ccccc2F)CC1 (stereo unspecified) | -4.7 | . | . | . | 7.7 | 0.0 | -2.8 | -0.1 | -0.4 | -12.8
CC1CCCN(C(=O)C2CCN(S(=O)(=O)c3cccc4nsnc34)CC2)C1 (stereo unspecified) | -4.2 | -1.9 | -2.8 | 2.8 | 4.9 | -25.4 | 2.7 | -1.1 | -10.4 | 3.5
O=C(NCc1cccs1)c1ccc(S(=O)(=O)N2CCOCC2)cc1 | -2.8 | -5.6 | -10.4 | 10.4 | 20.4 | -1.6 | -2.7 | -1.3 | -14.9 | 12.1
CCC(C)(C(=O)NC1CCCCC1)N(Cc1cccs1)C(=O)c1ccccn1 (stereo unspecified) | -7.2 | -1.3 | 11.2 | -11.2 | 5.1 | 4.8 | 3.1 | -0.3 | -13.3 | -47.5
COCCCNc1nc2nonc2nc1N1CCN(Cc2cccc(C)c2)CC1 | -10.2 | -1.3 | 52.0 | -51.9 | -10.9 | -13.2 | -3.0 | -0.1 | -14.5 | .
Cc1ccc(-c2csc3nc[nH]c(=O)c23)cc1C | -1.7 | -1.7 | -15.7 | 15.7 | 8.0 | -1.7 | -2.9 | -0.8 | -7.4 | -7.0
CC1(C)Cc2ccccc2-c2nnnn21 | -1.6 | -2.9 | -6.3 | 6.3 | -2.3 | -2.8 | 4.1 | -0.4 | -7.1 | 3.0
N#C/C(=C\c1ccc(Cl)cc1)c1nc2ccccc2o1 | -2.2 | -1.3 | 18.1 | -18.1 | 21.6 | -5.9 | 0.4 | -2.6 | -4.1 | -99.7
COc1ccccc1CN1CCNC(=O)C1CC(=O)NCc1cn(C)nc1C (stereo unspecified) | 0.8 | -1.0 | -23.8 | 23.8 | -11.1 | -6.6 | -4.2 | -1.9 | -18.1 | -36.7
Cc1ccsc1C(C(=O)NC1CCCCC1)N(C(=O)Cc1cccs1)C1CC1 (stereo unspecified) | -13.9 | -3.2 | 8.6 | -8.6 | 8.1 | -3.1 | 1.3 | -2.6 | -25.3 | -15.7
CN(CCCC(=O)NCc1ccc2c(c1)OCO2)S(=O)(=O)c1ccc([N+](=O)[O-])cc1 | -2.7 | 3.6 | 16.8 | -16.8 | -28.5 | -3.5 | -2.9 | 0.0 | 6.2 | 8.4
COc1cccc(CN2CC(C(=O)N(C)Cc3nc4ccc(F)cc4[nH]3)CCC2=O)c1 (stereo unspecified) | -0.9 | 0.6 | -19.3 | 19.3 | -2.5 | 0.5 | -3.4 | -2.4 | -9.1 | 7.5
CN(C)CCNC(=O)Cn1nc(-c2ccc(Cl)cc2)ccc1=O | -0.6 | -1.0 | 1.3 | -1.3 | -0.7 | -1.6 | -0.3 | -0.2 | -6.3 | -41.2
CC(C)NC(=O)c1ccc2c3n(nc2c1)-c1ccc(Cl)cc1CO3 | -5.9 | . | 46.6 | -46.6 | 102.3* | -0.9 | 5.5 | -0.8 | -10.8 | -5.6
COc1ccccc1N1CCN(C(=O)CN2C(=O)c3ccccc3S2(=O)=O)CC1 | -5.4 | 12.2 | . | . | 2.4 | -11.7 | 1.0 | 0.2 | -1.9 | -6.0
O=C(NC(=S)Nc1cccc(NC(=O)c2ccccc2)c1)c1cccc([N+](=O)[O-])c1 | 6.2 | -0.1 | 47.9 | -47.9 | -5.0 | 4.7 | 0.2 | -1.6 | -1.6 | -29.4
C/C(CC(C)C)=N\NS(=O)(=O)c1ccc(C)c([N+](=O)[O-])c1 | -5.8 | . | 13.3 | -13.3 | 13.5 | -5.8 | 0.7 | -0.4 | -4.0 | -5.2
CCOC(=O)C1(CCOC)CCN(Cc2cc3ccccc3s2)CC1 | 1.9 | 0.6 | 9.6 | -9.6 | -3.5 | -4.4 | . | 0.2 | -4.6 | -13.0
CCOc1ccc(NC(=O)c2ccccc2NC(=O)CNC2CCCC(C)C2C)cc1 (stereo unspecified) | 0.5 | 18.2 | -14.2 | 14.2 | -16.3 | -4.3 | -1.1 | 1.4 | -2.0 | -12.9
COc1ccc(C(=O)N2CCN(C(C)=O)CC2)cc1S(=O)(=O)N1CCOCC1 | 4.0 | -7.9 | -16.9 | 16.9 | 3.4 | -8.8 | -1.7 | 0.9 | -0.5 | 2.4
Cc1c(C)c2ccc(OCC(=O)Nc3ccc(S(N)(=O)=O)cc3)c(C)c2oc1=O | -4.6 | -4.7 | -8.4 | 8.4 | 4.1 | 3.2 | 1.2 | -3.1 | 7.2 | 2.6
CCOC(=O)c1ccc(Oc2nc(OC)cc(OC)n2)cc1 | -5.9 | -5.3 | -5.8 | 5.8 | -10.3 | 4.3 | -1.7 | -2.2 | 12.4 | 28.1
COC(=O)c1cc(Br)c(=O)n(CCc2ccc(O)cc2)c1 | 3.6 | -0.5 | 43.5 | -40.9 | -7.3 | -20.8 | 7.2 | . | -20.6 | -5.3
CCOC(=O)C1(C)NC(c2ccc(N(C)C)cc2)C2C(=O)N(c3ccc(OC)cc3)C(=O)C21 (stereo unspecified) | -2.6 | -1.7 | 6.4 | -6.4 | 6.2 | -1.0 | -0.7 | -0.8 | -17.6 | -14.1
N=C1C(c2nc(-c3cccc([N+](=O)[O-])c3)cs2)=C(O)CN1NC(=O)c1ccco1 | -4.0 | 1.5 | 6.7 | -6.7 | -1.0 | 19.1 | -4.7 | -2.3 | -1.6 | -13.5
COc1ccc(S(=O)(=O)N2CCN(c3ccccn3)CC2)cc1[N+](=O)[O-] | 1.0 | . | 5.8 | -5.8 | 10.7 | -2.0 | -1.9 | -2.0 | -13.7 | 5.9
O=C(NC1CCCCC1)C1CC(=O)N(Cc2ccccc2)C1 (stereo unspecified) | 1.8 | 0.1 | -4.6 | 4.6 | 0.9 | -10.2 | -0.7 | -1.6 | -1.4 | 5.2
COc1cc2c(=O)n(CCC(=O)NCC3CCCO3)c(=O)n(CC(=O)Nc3ccccc3C)c2cc1OC (stereo unspecified) | -5.9 | -0.1 | 1.5 | -1.5 | -5.5 | -1.5 | -4.1 | -0.3 | -11.0 | -0.8
C[C@H](CO)N1C[C@H](C)[C@H](CN(C)C(=O)Nc2cccc3ccccc23)Oc2c(NC(=O)c3ccc(-c4nccs4)cc3)cccc2C1=O | -4.9 | . | -23.9 | 23.9 | -13.5 | 17.1 | -2.0 | -3.3 | -13.2 | 18.2
CCN(Cc1cc(=O)n2ccsc2n1)Cc1nc2ccccc2c(=O)[nH]1 | -3.6 | -4.5 | -1.1 | 1.1 | -6.7 | -1.6 | -2.5 | 0.2 | -6.6 | 7.4
COc1ccccc1C(c1nnnn1Cc1ccccc1)N1CCC(C(N)=O)CC1 (stereo unspecified) | 1.4 | -0.2 | 0.7 | -0.7 | . | 2.8 | 2.0 | -1.1 | 11.0 | .
CS(=O)(=O)N1CCN(C(=O)COc2ccccc2)CC1 | -6.5 | -1.1 | 0.5 | -0.5 | 5.5 | 3.4 | . | 1.1 | -2.7 | 4.4
Cc1ccccc1NC(=O)CCN1CCN(C/C=C/c2ccccc2)CC1 | -10.7 | -1.3 | 7.8 | -7.8 | . | 0.6 | -5.7 | -1.4 | -2.9 | 26.7
COc1cc(OC)c(NS(=O)(=O)c2cc(C(=O)OCC(=O)NCC3CCCO3)ccc2OC)cc1Cl (stereo unspecified) | -6.0 | -2.2 | -0.9 | 0.9 | -0.5 | -0.5 | . | -0.6 | -7.9 | 1.3
FC(F)(F)c1ccc(Nc2nnnc3ccccc23)cc1 | -1.3 | -3.6 | 16.2 | -16.2 | 31.1 | 2.4 | -4.2 | -2.1 | -2.8 | -8.2
CCCOc1ccc(C(=O)NC(=S)Nc2nc3ccccc3s2)cc1 | -2.0 | -0.9 | 19.5 | -19.5 | 3.0 | -6.0 | 0.1 | -0.8 | -13.8 | -18.0
CCc1c(C)sc(NC(=O)OC)c1C(N)=O | -5.9 | -2.1 | -22.8 | 22.8 | -5.1 | -2.6 | -4.3 | -0.6 | 19.8 | 9.2
Cc1ccc(C(=O)c2cc([N+](=O)[O-])ccc2N2CCCCC2)c(C)c1 | -5.7 | -0.4 | 74.9* | -74.9 | -28.5 | 10.0 | -0.5 | -0.8 | -6.7 | -86.8
CC(C)CCNC(=O)C(C)N(Cc1ccc(F)cc1)C(=O)c1ccc(CN2CCCCC2)o1 (stereo unspecified) | -9.0 | 0.2 | -3.3 | 3.3 | 6.3 | 7.9 | . | -0.7 | -12.5 | 8.1
COc1cc(C(=O)Nc2ccc(C)cc2)c2ccccc2n1 | -8.4 | -1.8 | 36.3 | -36.3 | -36.8 | -12.4 | -2.0 | -0.1 | -20.6 | -11.9
O=P1(NC2CCCC2)OCC2(CO1)COP(=O)(NC1CCCC1)OC2 (stereo unspecified) | 5.8 | -3.2 | -19.2 | 19.2 | 12.3 | -6.4 | -1.3 | -0.5 | -7.6 | 14.5
CCN(CC)C(=O)CSc1ncnc2sccc12 | -5.4 | -2.7 | -16.2 | 16.2 | -9.0 | -1.2 | -4.1 | -2.0 | -24.5 | 4.9
Cn1cnc([N+](=O)[O-])c1Oc1cccc2ccccc12 | -9.6 | 5.5 | -17.2 | 17.2 | -45.9 | 1.1 | -4.2 | -1.1 | -25.2 | 17.5
CCc1nc(SCC(=O)NNC(=O)C2CCCCC2)c2ccccc2n1 | 0.4 | 14.0 | 3.3 | -3.3 | -1.6 | 3.8 | . | 0.1 | -14.5 | .
COc1ccc(NC(=O)N(C)C[C@H]2Oc3c(NC(=O)NC(C)C)cccc3C(=O)N([C@H](C)CO)C[C@@H]2C)cc1 | 1.6 | . | 52.5 | -52.5 | 1.2 | 4.9 | 2.3 | -1.5 | 6.6 | -1.2
Cc1ccc(S(=O)(=O)CCC(=O)N(CCN2CCOCC2)c2nc3ccccc3s2)cc1 | -2.3 | 0.6 | 13.8 | -13.9 | 46.6 | -12.8 | 8.4 | -1.5 | -10.0 | .
CC1CCCC/C1=N\NC(=S)Nc1cccnc1 (stereo unspecified) | -5.0 | -1.4 | 12.7 | -12.7 | -7.1 | 2.0 | . | -1.2 | -13.9 | -50.5

Source: PubChem (Broad Institute)
